# RTF Ca sens inh: cardiac RTF calcium desensitization. P19429+P45379. IANBD-labeled cardiac RTF, Ca2+ fluorescence. inhibition, % at 7.15 µM. actives 0.12% (n = 340,000). AID 493244;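 active = inhibition above the mean inhibition of all tested compounds plus 3 SD, cut at about 17% in these data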;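 note: assay run at fixed EC70 calcium of 1.6 mM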
# Keap1-Nrf2 PPI: disrupts human Keap1 binding to Nrf2 peptide | actives 0.15% (n = 340,000) | Q14145 | AID 504523 | Keap1 Kelch-Nrf2 peptide fluorescence polarization, 1536-well | inhibition, % at 9.4 µM; in the data active = inhibition above about 12%;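 note: human Keap1 Kelch domain with fluorescein labeled Nrf2 9mer peptide probe; 0% = neutral control wells and 100% = peptide positive control; higher means more block of Keap1 binding to Nrf2 peptide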
# HTR5A ag: counter-screen for OPRM1-OPRD1 agonists: human HTR5A agonism. HTR5A agonist assay, luminescence, cell-based. activation, % at 9.3 µM. actives 0.61% (n = 340,000). AID 504692; in the data active = activation mostly above about 9.5%, no sharp cut-off; inactive = mostly below about 7.6%;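 note: 0% = cells with vehicle only and 100% = reference agonist; strong numbers were not always called active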
# RTF Ca sens act: cardiac RTF calcium sensitization. IANBD-labeled TnC RTF fluorescence at EC20 calcium; 0% EC20 calcium, 100% full calcium. activation, % at 7.2 µM. P19429+P45379. actives 0.24% (n = 340,000);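 active = activation above the mean over all tested compounds plus 3 SD, cut at about 30% in these data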;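 note: rise in fluorescence read as greater calcium sensitivity of cardiac thin filaments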
# C-LANA FP: blocks KSHV LANA C-terminal domain binding to DNA; MBP-C-LANA/FAM-LBS DNA binding, fluorescence polarization; inhibition, % at 9 µM; actives 0.078% (n = 340,000);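 active = highest replicate inhibition at or above 60% at 9 µM, even if other replicates fall short; inactive = all replicates below 60% inhibition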;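 note: 0% = neutral control wells and 100% = 4 µM acridine orange control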
# OPRM1-OPRD1 inv: inverse agonists of human mu-delta opioid receptor heterodimerization | actives 0.21% (n = 340,000) | cell-based MOR-DOR heterodimer luminescence, inverse agonism | inhibition, % at 9.3 µM | AID 504357 | P35372+P41143; in the data active = inhibition above about 22%, passing the limit was not always enough;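 note: 0% = cells with DMSO and 100% = wells without cells with DMSO; values of inactives mirror those of a sister screen read the other way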
# Target sequence (P35372 whole entry, looked up): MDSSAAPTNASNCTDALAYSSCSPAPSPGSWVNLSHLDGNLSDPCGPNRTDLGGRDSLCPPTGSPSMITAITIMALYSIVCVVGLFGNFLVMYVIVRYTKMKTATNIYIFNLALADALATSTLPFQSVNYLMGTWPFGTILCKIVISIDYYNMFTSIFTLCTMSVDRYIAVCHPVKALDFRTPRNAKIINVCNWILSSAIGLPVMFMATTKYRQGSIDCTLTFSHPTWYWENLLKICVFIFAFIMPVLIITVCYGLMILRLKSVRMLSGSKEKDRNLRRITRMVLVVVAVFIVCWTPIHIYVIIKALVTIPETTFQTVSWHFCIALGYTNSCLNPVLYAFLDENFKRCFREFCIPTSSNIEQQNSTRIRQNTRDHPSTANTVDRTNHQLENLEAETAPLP
# Target sequence (P41143 whole entry, looked up): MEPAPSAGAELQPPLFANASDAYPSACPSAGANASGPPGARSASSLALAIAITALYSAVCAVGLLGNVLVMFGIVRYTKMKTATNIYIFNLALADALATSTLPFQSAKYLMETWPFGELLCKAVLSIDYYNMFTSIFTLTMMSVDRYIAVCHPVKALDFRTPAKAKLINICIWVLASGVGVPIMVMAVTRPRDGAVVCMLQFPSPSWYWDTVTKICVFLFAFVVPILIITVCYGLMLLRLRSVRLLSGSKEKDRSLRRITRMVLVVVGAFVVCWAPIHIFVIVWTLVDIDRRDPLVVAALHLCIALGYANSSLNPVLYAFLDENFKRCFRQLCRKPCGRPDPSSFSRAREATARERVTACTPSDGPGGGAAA
# OPRM1-OPRD1 ag: agonists of human mu-delta opioid receptor heterodimerization; cells, OPRM1-OPRD1 heterodimerization, luminescence; AID 504326; actives 0.3% (n = 340,000); P35372+P41143; activation, % at 9.3 µM; in the data active = activation above about 18%;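 note: 0% = vehicle-treated cells and 100% = reference agonist; values of inactives mirror those of a sister screen read the other way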
# CAL-PDZ inh HTS: CAL PDZ (human) peptide binding inhibition. AID 602252. Q9HD26. inhibition, % at 24.9 µM. actives 0.92% (n = 300,000). purified CAL PDZ, TMR-peptide fluorescence polarization, 1 h;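 active = mean inhibition of at least 30% with at least half of replicates also reaching 30%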;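 note: 0% = DMSO neutral control and 100% = excess unlabeled competitor peptide PRC23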
# V-ATPase pH: alters yeast V-ATPase proton transport; S. cerevisiae, pHLuorin cytosolic pH fluorescence; actives 0.37% (n = 350,000); response, % at 10 µM; AID 504577; in the data active = response mostly above about 7.3%, no sharp cut-off; inactive = mostly below about 5.4%; note: actives read high; inactives centre near 0; some compounds called inactive have numbers as strong as hits; reference of the scale not given here
# HTR5A inv ag: inverse agonist of human HTR5A in OPRM1-OPRD1 counter-screen | P47898 | HTR5A cell line, luminescence, inverse agonism | inhibition, % at 9.3 µM | actives 0.083% (n = 340,000) | AID 504634; in the data active = inhibition mostly above about 23%, no sharp cut-off; inactive = mostly below about 18%;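 note: 0% = cells with DMSO and 100% = no-cell wells with DMSO; some compounds called inactive have numbers as strong as hits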
# * hit, by the source's call; nt = not tested or not shown.
# Second line of a record – RTF Ca sens inh, Keap1-Nrf2 PPI, HTR5A ag, RTF Ca sens act, C-LANA FP, OPRM1-OPRD1 inv, OPRM1-OPRD1 ag, CAL-PDZ inh HTS, V-ATPase pH, HTR5A inv ag
- CCOC(=O)CSc1nc2c(sc(=S)n2-c2ccccc2)c(=O)n1-c1ccc(OC)cc1OC
 : -1, -3, -2, 0, 0.3, 12, -2.5, -1, 0, 7
- Cn1c(SCC(=O)N2CCCc3ccccc32)nnc1-c1ccccc1
 : -6, 1, 12, -5, -1.3, 12, -2.1, -2, 9, -31
- O=C(c1ccc(-n2cncn2)c([N+](=O)[O-])c1)N1CCN(S(=O)(=O)c2cccc(F)c2)CC1
 : -12, -5, -5, 9, 2.1, -7, 1.2, -4, 6, 12
- CCCC1C(c2ccc(OC)cc2)C(C#N)(C#N)C2(C#N)CC1(N)NC2=O (configuration not stated)
 : -10, -6, 0, 4, 0.7, -4, 0.8, -1, -1, -1
- CC(C)c1ccc(NC(=S)N2CCCC2)cc1
 : -7, -2, 9, -3, 0.1, 3, -0.6, 0, -4, 1
- COc1ccccc1/C=N/NC(=S)NCc1ccco1
 : -8, -2, -4, -1, 0.6, 7, -1.4, -3, 1, 3
- Nc1ccc(C#Cc2ccc3sc4ccccc4c(=O)c3c2)cc1
 : 10, -3, 1, -1, 0.0, 10, -2.1, 0, -3, 10
- O=C(/C=C/c1ccc(Cl)cc1)N(Cc1cccs1)C1CCS(=O)(=O)C1 (configuration not stated)
 : -13, -10, 1, 2, 0.6, 8, -1.7, 0, 4, 15
- c1ccc(-c2cncnc2)cc1
 : -7, 2, 5, 0, -1.0, 1, -0.2, -1, -4, -14
- O=C1NC(CCc2ccccc2)C(=O)N1CCOc1cccc(Br)c1 (configuration not stated)
 : -8, -3, -3, 5, -0.2, -19, 3.8, nt, -3, 16
- C/C(=N\NC(=O)c1nnn(-c2nonc2N)c1-c1ccc2c(c1)OCO2)c1ccc(C)cc1
 : -11, 2, -1, -5, 0.6, 5, -1.0, 6, -4, -10
- C=CC#CC1(O)CC(C)[N+](C)(C)CC1C (configuration not stated)
 : 1, -1, -5, -2, 0.9, 12, -2.3, -6, -2, 21
- O=C(NC1CCCC1)c1ccc2c(c1)N(Cc1ccccc1)CCS2
 : -1, 0, 7, -4, -1.1, 9, -1.8, -2, 6, 0
- CC1=CC(C)(C)[N+](C)(C)c2ccccc21
 : -7, -4, 3, 4, 1.0, 3, -0.7, -6, 0, -9
- Cc1nc2ccccc2c(=O)n1Cc1ccc([N+](=O)[O-])cc1
 : -2, 0, -2, -3, -3.4, 4, -0.8, 0, 2, 7
- Cc1cccc(-c2sc(Nc3ccccc3)n[n+]2-c2ccc(F)cc2)c1
 : -11, -3, -2, 4, 2.0, 14, -2.6, -1, -3, -28
- O=C(COc1ccc(C(=O)NCCN2CCOCC2)cc1)Nc1cccc(C(F)(F)F)c1
 : -3, -6, 1, -7, 0.1, -25, 3.7, -6, 6, -3
- COc1ccc(Cc2nc3ccc(C(=O)NCCc4ccncc4)cc3o2)cc1OC
 : 3, -11, -3, -2, 0.0, 5, -0.9, 1, -3, 10
- COc1cccc2c(N/N=C/c3ccco3)cc(C)nc12
 : 6, 1, 7, 0, 1.2, 3, -0.5, -4, -1, 25
- COc1ccc(/C=N/NC(=O)c2sccc2C)c2ccccc12
 : -3, -4, 13*, -4, -0.2, -57, 11, 9, -7, -16
- CC(C#N)Sc1nc2ccccc2c(=O)n1-c1ccccc1 (configuration not stated)
 : -1, 0, 1, -4, 0.8, 20, -3.5, 0, 5, -5
- COc1ccccc1-c1nnc(SCC(=O)Nc2ccc(Cl)cc2Cl)o1
 : -1, 2, 3, -1, -0.6, -1, 0.1, 1, -3, -24
- C=C1CCN([C@@H](Cc2ccccc2)C(=O)NCCCc2ccccc2)S(=O)(=O)c2ccccc21
 : -11, 1, -1, -3, -3.5, -3, 0.6, -1, -1, -15
- CC(C)OCCCNC(=O)c1ccc(N(C)S(C)(=O)=O)cc1
 : 0, -4, 1, -1, 1.5, 15, -2.9, 2, 0, -24
- CCCCNC(=O)c1onc(CSc2cccc(OCC)c2)c1C(=O)O
 : 1, -5, 0, -3, -2.6, 13, -2.3, -2, 0, 1
- O=C(N1CCOCC1)N1CCN(c2ccccn2)CC1
 : -3, -3, -1, -5, 0.2, 17, -3.0, -6, 1, -9
- Nc1cccc(C(=O)N/N=C/c2ccsc2)c1
 : -11, -2, 0, -4, -0.3, 11, -2.3, -5, -1, 34
- CC1CC(C)CN(C(=O)C(NS(=O)(=O)c2ccc(Br)s2)c2ccccc2)C1 (configuration not stated)
 : -12, 1, 2, -2, -1.4, -12, 2.6, 3, 1, 33
- Cn1c(NNC(=O)c2ccc(C(C)(C)C)cc2)cc(=O)n(C)c1=O
 : -3, 4, -4, 7, 2.2, 31, -6.3, -1, -2, 10
- CCOC(=O)N1CCN(C(c2ccccc2)c2sc3nc(C)nn3c2O)CC1 (configuration not stated)
 : -2, -2, 3, 2, 0.2, 8, -1.4, 2, 3, 12
- CC1=NN(c2ccccc2)C(=O)C1(C)C
 : -2, -1, 6, -3, 0.5, 10, -1.8, -6, -4, -17
- CSc1cccc(NC(=O)C2CCN(S(=O)(=O)c3cnc[nH]3)CC2)c1
 : -1, 4, -2, -4, 5.7, 5, -1.1, 6, -8, -18
- COc1cc(C(=O)N(Cc2ccccc2)c2cccc(C)c2)ccc1OC(F)F
 : -4, -3, 0, 1, -0.3, -32, 5.9, -2, 3, -14
- Cc1ccc(S(=O)(=O)Nc2nonc2C)cc1
 : -4, -2, 1, -3, -0.5, 7, -1.4, 0, 6, -2
- CCCCn1c(N)c(N(CC)C(=O)c2cc(S(=O)(=O)N3CCN(CC)CC3)ccc2Cl)c(=O)[nH]c1=O
 : -4, -1, 1, 0, 0.1, 16, -3.0, -3, 2, 23
- CCc1cccc(CC)c1NC(=O)Cn1c(-c2ccc(F)cc2)noc1=O
 : -8, 1, -3, -2, 0.9, 13, -2.5, -3, 1, 6
- O=C(NCCCNC(=O)c1ccc(Cl)cc1Cl)c1ccco1
 : 7, -6, -5, 0, 0.5, 8, -1.1, nt, 3, 13
- CCC(C)(C)NC(=O)C(C)OC(=O)c1nsc(Cl)c1Cl (configuration not stated)
 : 1, -2, -4, 7, 1.5, 16, -2.9, -2, 1, 0
- CC(C)(C)C(=O)c1cn(CC(=O)O)c2ccccc12
 : -5, 1, 4, 0, 1.1, 16, -3.1, -4, 3, -10
- COc1cccc2c(=O)c3ccoc3n(C)c12
 : -20, -4, -1, -2, -0.8, 8, -1.6, -8, 5, 9
- COCCn1c(SCC(=O)Nc2ccc3c(c2)OCCO3)nnc1-c1c[nH]c2ccccc12
 : 6, 2, 1, 1, 0.2, 15, -2.8, -1, -6, -9
- COc1ccc(/C=N/NC(=O)c2ccn[nH]2)cc1CN1CCOCC1
 : -20, -7, 3, 8, -1.1, -7, 1.3, nt, 6, 5
- COC(=O)CCCC1=CC2=CC(=O)C(C)(OC(=O)c3cccs3)C(=O)C2=CN1Cc1ccc2c(c1)OCO2 (configuration not stated)
 : -2, -3, 0, -12, 0.2, -17, 3.0, -3, 0, 9
- CCOC(=O)N1CCC(NC(=O)CCC(=O)N2CCOc3ccccc32)CC1
 : 1, -6, 7, 0, 0.1, 13, -2.4, -3, -1, -20
- COc1cccc(CC(NC(C)=O)C(=O)NC2CCN(S(=O)(=O)c3ccc(NC(C)=O)cc3)CC2)c1OC (configuration not stated)
 : -4, -6, 5, -2, 0.1, 12, -2.4, 5, 7, -14
- Cc1ccc(C(=O)NNC(=O)C2CCCN(c3ncccn3)C2)cc1 (configuration not stated)
 : -2, 0, -1, 2, 0.5, -3, 0.4, -2, 0, 3
- C=C1CCN([C@@H](CC(C)C)C(=O)NCc2ccccc2)S(=O)(=O)c2ccccc21
 : 3, -4, -3, -4, 1.4, 18, -3.2, -3, 2, 0
- CC(C)c1ccc(C2/C(=C(/O)c3ccccc3)C(=O)C(=O)N2CCCN2CCOCC2)cc1 (configuration not stated)
 : -12, -1, 0, -3, 4.0, -6, 1.3, -3, 5, -2
- CCCN(c1ccc(C(C)C)cc1)S(=O)(=O)c1c(C)noc1C
 : -4, -1, -2, 0, -0.8, -34, 6.4, 0, -5, -7
- Cc1ccc(S(=O)(=O)NNC(=O)c2ccccc2-n2cccc2)cc1
 : 0, 1, 0, -3, -0.1, 12, -2.4, -4, -1, -15

# The list goes on.
# Second line of a record – RTF Ca sens inh, Keap1-Nrf2 PPI, HTR5A ag, RTF Ca sens act, C-LANA FP, OPRM1-OPRD1 inv, OPRM1-OPRD1 ag, CAL-PDZ inh HTS, V-ATPase pH, HTR5A inv ag
- CCOC(=O)CC1C(=O)NCCN1S(=O)(=O)c1ccc(NC(C)=O)cc1 (configuration not stated)
 : -6, -3, -2, -3, 0.4, 20, -6.2, 0, -1, -7
- COc1ccc(NC(=O)C(CCSC)NC(N)=O)cc1NS(=O)(=O)c1ccc(F)cc1 (configuration not stated)
 : 0, -3, 1, 5, 0.6, 8, -1.6, -5, -5, -2
- CCn1ncc(Cl)c1C(=O)NC(C)c1ccccc1 (configuration not stated)
 : -5, 2, -3, 1, 1.6, 16, -3.4, 0, 0, 18
- O=C1CN(C(=O)COC(=O)c2ccccc2O)c2ccccc2N1
 : -4, -1, 3, 6, -1.4, 9, -1.6, -6, -3, -7
- COCCn1c(=O)[nH]c(=O)c2cc(C(=O)c3cc(Cl)ccc3O)cnc21
 : 6, 0, -2, 1, -1.2, 13, -2.7, 6, -1, 6

# Of the compounds above, seven contain an aryl thioether with sulfur outside any ring:
# Second line of a record – RTF Ca sens inh, Keap1-Nrf2 PPI, HTR5A ag, RTF Ca sens act, C-LANA FP, OPRM1-OPRD1 inv, OPRM1-OPRD1 ag, CAL-PDZ inh HTS, V-ATPase pH, HTR5A inv ag
- CCOC(=O)CSc1nc2c(sc(=S)n2-c2ccccc2)c(=O)n1-c1ccc(OC)cc1OC
 : -1, -3, -2, 0, 0.3, 12, -2.5, -1, 0, 7
- Cn1c(SCC(=O)N2CCCc3ccccc32)nnc1-c1ccccc1
 : -6, 1, 12, -5, -1.3, 12, -2.1, -2, 9, -31
- CC(C#N)Sc1nc2ccccc2c(=O)n1-c1ccccc1 (configuration not stated)
 : -1, 0, 1, -4, 0.8, 20, -3.5, 0, 5, -5
- COc1ccccc1-c1nnc(SCC(=O)Nc2ccc(Cl)cc2Cl)o1
 : -1, 2, 3, -1, -0.6, -1, 0.1, 1, -3, -24
- CCCCNC(=O)c1onc(CSc2cccc(OCC)c2)c1C(=O)O
 : 1, -5, 0, -3, -2.6, 13, -2.3, -2, 0, 1
- CSc1cccc(NC(=O)C2CCN(S(=O)(=O)c3cnc[nH]3)CC2)c1
 : -1, 4, -2, -4, 5.7, 5, -1.1, 6, -8, -18
- COCCn1c(SCC(=O)Nc2ccc3c(c2)OCCO3)nnc1-c1c[nH]c2ccccc12
 : 6, 2, 1, 1, 0.2, 15, -2.8, -1, -6, -9

# Compound activity deposited in PubChem by several laboratories.

# Rows were taken by chance; about 2.8% have a hit in one of these screens.
